FXIIa inh: inhibitors of human coagulation factor XIIa | P00748 | purified FXIIa, Boc-QGR-AMC fluorogenic substrate, 2 h | inhibition, % at 5 µM | 0.3% of 220,000 active | AID 800; in the data active = inhibition above about 40%;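 note: 0% = enzyme with no compound and 100% = blank without enzyme; many of its hits are not listed in these tables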
Target sequence (P00748 20-372 limits assumed): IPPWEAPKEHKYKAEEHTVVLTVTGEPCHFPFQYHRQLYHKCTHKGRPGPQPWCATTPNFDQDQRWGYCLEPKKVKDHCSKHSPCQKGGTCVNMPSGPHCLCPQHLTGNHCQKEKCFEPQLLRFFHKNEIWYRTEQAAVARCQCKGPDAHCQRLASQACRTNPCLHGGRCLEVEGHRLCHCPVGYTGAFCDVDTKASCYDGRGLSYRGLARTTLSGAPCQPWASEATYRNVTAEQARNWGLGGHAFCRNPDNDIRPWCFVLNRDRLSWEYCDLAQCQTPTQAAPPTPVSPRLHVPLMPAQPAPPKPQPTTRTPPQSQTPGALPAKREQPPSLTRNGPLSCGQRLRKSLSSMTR
Target sequence (P00748 373-615 limits assumed): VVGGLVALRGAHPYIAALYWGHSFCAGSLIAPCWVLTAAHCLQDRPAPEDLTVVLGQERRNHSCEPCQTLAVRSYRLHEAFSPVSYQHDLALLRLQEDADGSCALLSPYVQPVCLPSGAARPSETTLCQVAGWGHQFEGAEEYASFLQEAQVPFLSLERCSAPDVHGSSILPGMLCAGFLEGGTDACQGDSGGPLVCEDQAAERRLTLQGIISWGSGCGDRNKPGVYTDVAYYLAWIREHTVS
FXIa inh 1536: blocks human coagulation factor XIa protease activity | purified FXIa, Boc-Glu-Ala-Arg-AMC fluorogenic substrate | 0.14% of 220,000 active | inhibition, % at 5 µM;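 active = inhibition of at least 40%; inactive = inhibition below 40%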;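 note: fluorescence of freed AMC excited at 355 nm; 0% = enzyme without compound and 100% = no enzyme blank; many of its hits are not listed in these tables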
PPC-1+TRAIL kill: kills PPC-1 cancer cells in the presence of TRAIL | PPC-1 cells + TRAIL, ATPLite viability luminescence | AID 1443 | 0.41% of 220,000 active | cell killing (% activity), % at 4 µM;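 active = cell killing above 50% in the first pass at 4 µM, then a duplicate retest at 5 µM averaging 50% or more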;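 note: plate controls were cells with TRAIL plus DMSO for no effect and medium-only wells lacking cells for full effect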
CHOP inhibitor: CHOP inhibition in unfolded protein response | inhibition, % at 10 µM | 3.8% of 220,000 active | CHO-K1 CHOP-promoter luciferase, tunicamycin-induced, 15-18 h;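 active = compounds that reduced the stress-induced luciferase reporter signal by more than about 70% of percent inhibition, limit read from the data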;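 note: 0% = tunicamycin plus vehicle and 100% = wells without tunicamycin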
Wee1 degr inh: inhibitors of human Wee1 degradation | 1.2% of 220,000 active | reporter increase, % at 5 µM | HeLa Luc-Wee1K328M stability, luciferase luminescence; 100% = proteasome inhibitor MG132 effect | P30291;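 active = activation above the mean of all tested compounds plus 3 SD, set per screening run, cut at about 8.8% in these data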;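 note: cells exposed to compound for 20 h before luminescence read; 0% = DMSO alone and 100% = MG132 at 30 µM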
EP2 antag: EP2 receptor (human) inhibition | 0.52% of 260,000 active | inhibition, % at 25 µM | C6 glioma cells expressing human EP2, cAMP TR-FRET; cells stimulated with saturating PGE2 | P43116;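 active = percent inhibition above 40 after rounding to a whole number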;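 note: rat C6 glioma host cells with rolipram phosphodiesterase inhibitor present; the protocol text gives 20 µM as final concentration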
Target sequence (P43116 whole entry, looked up): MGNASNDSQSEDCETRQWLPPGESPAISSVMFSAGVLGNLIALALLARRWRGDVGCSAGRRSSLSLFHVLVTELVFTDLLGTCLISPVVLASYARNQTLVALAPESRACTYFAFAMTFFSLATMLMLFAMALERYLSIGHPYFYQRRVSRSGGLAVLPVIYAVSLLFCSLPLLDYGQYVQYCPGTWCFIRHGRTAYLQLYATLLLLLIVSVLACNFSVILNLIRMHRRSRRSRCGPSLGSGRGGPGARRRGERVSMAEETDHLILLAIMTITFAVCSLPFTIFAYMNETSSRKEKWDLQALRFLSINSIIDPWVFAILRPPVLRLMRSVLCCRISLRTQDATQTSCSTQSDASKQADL
TNF death inh: inhibitors of TNF-alpha induced necroptosis in Jurkat FADD-/- cells; 0.068% of 220,000 active; Jurkat FADD-/- TNF necroptosis rescue, ATP luminescence, 24 h; 0 = TNF only, 100 = no-TNF cells; activation (protection from cell death), % at 10 µM; AID 463075;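 active = activation, meaning protection from cell death, of at least 50% relative to plate controls; inactive = activation below 50%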;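 note: necroptosis triggered by 40 ng/mL TNF-alpha added together with compound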
zVAD death inh: L929 zVAD cell death inhibition; L929 zVAD necroptosis rescue, ATP luminescence, 24 h; with zVAD 60 µM; 0.38% of 220,000 active; AID 1377; viability rescue, % at 10 µM;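 active = activation, scaled between plate controls, above about 75%, limit read from the data; inactive = activation under that limit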;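 note: 0% = zVAD with DMSO and 100% = DMSO alone without zVAD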
TbHK1 inh: T. brucei hexokinase 1 inhibition; recombinant TbHK1, G6PDH-coupled NADH A340; inhibition, % at 10 µM; 0.11% of 220,000 active;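 active = inhibition of 50% or more in the single-dose primary screen; inactive = inhibition below 50%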
* hit, by the source's call; x = not tested or not shown; & = joins results of further samples. An excerpt; count on the stated rates, not on these rows.

Values run as follows: FXIIa inh | FXIa inh 1536 | PPC-1+TRAIL kill | CHOP inhibitor | Wee1 degr inh | EP2 antag | TNF death inh | zVAD death inh | TbHK1 inh
> O=C(CSc1nnc2c(n1)[nH]c1ccccc12)Nc1cccc(S(=O)(=O)N2CCOCC2)c1
 : 15 | 2 | -1 | 7 | 3 | 7 | -5.5 | -1.0 | 6
> COc1cnc(SC(C)C)[nH]c1=O
 : -1 | -6 | 12 | 1 | 1 | 2 | 1.6 | 0.7 | -7
> COc1ccc(-c2ccc(/C=C3/C(=N)N4C=CSC4=NC3=O)o2)c([N+](=O)[O-])c1
 : 11 | 3 | 13 | 82* | 2 | 11 | 3.4 | 1.4 | -18
> CSCC[C@H](NC(=O)CC(C)(C)C)c1nc2ccccc2[nH]1
 : -5 | -12 | 16 | 6 | -2 | 11 | -0.2 | 0.1 | -3
> CSc1nc(-c2ccccc2)nc(C(Cl)Cl)n1
 : -1 | 0 | x | 102* | 0 | 4 | -1.0 | -0.7 | -1
> CCN(CC)S(=O)(=O)c1cc(NC(=O)COC(=O)Cn2cnc3ccccc32)ccc1C
 : 18 | 7 | 24 | 12 | 1 | 10 | 0.5 | -0.2 | 1
> CCCNC(=O)c1ccc(Cn2cc(C(F)(F)F)ccc2=O)cc1
 : 1 | 1 | 16 | -8 | -3 | 3 | 0.3 | 2.3 | 2
> Cc1nc(CN2CCN(C(=O)c3ccc(Br)cc3)CC2)cs1
 : 19 | 7 | -12 | 9 | 3 | 1 | 0.1 | -0.2 | 3
> O=C(Nc1nccs1)c1cccc(NC(=O)C(F)(F)F)c1
 : 2 | 0 | 10 | -16 | -1 | 10 | 15 | 97* | -10
> CCc1ccc(-n2c(Cc3ccccc3)n[nH]c2=S)cc1
 : -3 | -4 | 12 | 23 | 2 | 11 | -1.2 | 0.8 | -4
> O=c1oc(-c2ccc(Br)o2)nc2ccccc12
 : 46* | 27 | 22 | -20 | -2 | 12 | -3.7 | 0.8 | -8
> O=C(NC1CCN(Cc2ccccc2)CC1)c1ccc(Oc2cc(Cl)cc(Cl)c2)o1
 : 6 | 4 | -5 | 20 | 2 | 8 | -0.6 | 0.4 | 15
> C=CCn1c(SCc2ccc(C#N)cc2)nnc1-c1cccc(OC)c1
 : 3 | -2 | -7 | 0 | 3 | 11 | -1.0 | -0.2 | 5
> CC(C)(C)c1cc(/C=N/NC(=O)Cc2nc3ccccc3[nH]2)cc(C(C)(C)C)c1O
 : -3 | -1 | -10 | 63 | -2 | 16 | 1.4 | -0.2 | 6
> CCCOc1ccc(CNC(=O)Cn2ncc3ccccc32)cc1
 : 19 | 9 | 3 | -32 | -1 | 7 | -0.2 | -0.2 | -1

Next section
Values run as follows: FXIIa inh | FXIa inh 1536 | PPC-1+TRAIL kill | CHOP inhibitor | Wee1 degr inh | EP2 antag | TNF death inh | zVAD death inh | TbHK1 inh
> CCOc1cc(-c2nc(C)c(C(C)=O)n2O)ccc1OCC(=O)Nc1ccccc1
 : -1 | 1 | 8 | 15 | -1 | 3 | 3.0 | 0.7 | -18
> N#CC12CCCCC1CC1CCCCC1(C#N)N2Cc1ccccn1 (stereo not given)
 : 19 | -2 | 27 | -6 | 1 | 12 | -0.3 | 1.2 | 2
> CCN(CC)C(=O)Oc1cc(=O)n(C)c2ccccc12
 : 7 | 5 | 13 | -21 | 0 | 9 | 0.6 | 0.0 | -10
> COC1(NS(=O)(=O)c2ccc(Br)cc2)C(C)=CC(=O)C=C1C
 : 7 | -5 | 4 | -61 | 0 | 11 | 0.2 | 19 | 2
> COn1c(C)c(C(C)=O)c2c3nonc3ccc21
 : 24 | 8 | 15 | 30 | -2 | 10 | -0.6 | 1.6 | -7
> Cn1c(=O)c2cc(S(=O)(=O)NCCC(=O)NCc3ccccc3Cl)ccc2n(C)c1=O
 : 20 | 3 | 34 | 6 | -3 | 6 | -0.7 | 0.1 | 45
> CC(C)Sc1nc2c([nH]c3ccccc32)c(=O)n1C
 : 12 | -2 | -11 | 0 | -3 | 6 | 0.0 | 65 | -7
> CC1CCCCC1NC(=O)CCCc1nc2ccccc2c(=O)[nH]1 (stereo not given)
 : 16 | -11 | 27 | 31 | -2 | 4 | 0.9 | 0.3 | -1
> O=C(CN1CCN(c2ccc(O)cc2)CC1)Nc1cc(S(=O)(=O)N2CCCC2)ccc1Cl
 : 12 | -1 | -2 | 24 | -1 | 12 | -0.8 | -1.6 | -8
> O=S(=O)(N/N=C/c1cccc(OC2CSC2)c1)c1ccccc1
 : 8 | -3 | 19 | 24 | -1 | 8 | 2.3 | 0.1 | 24
> COc1cc(/C=C/c2ccc3cccc([N+](=O)[O-])c3n2)ccc1OCC(=O)O
 : 19 | 6 | 21 | -11 | -2 | 4 | -0.4 | 7.6 | -16
> O=S(=O)(c1ccc(F)c(F)c1F)N1CCN(C(=S)NC2CC3CCC2C3)CC1 (stereo not given)
 : 7 | -5 | 22 | 42 | 3 | 3 | 1.7 | 3.0 | 0
> Cc1cc(Cl)ccc1C(=O)C1CCCN(C(=O)c2cscn2)C1 (stereo not given)
 : 5 | -1 | 12 | 18 | 5 | 6 | -0.8 | -0.2 | -11
> Cc1nn(-c2ccc(F)cc2)c(N)c1C1(O)C(=O)Nc2ccccc21 (stereo not given)
 : 7 | -1 | -20 | 26 | -1 | 3 | 1.2 | 4.6 | -5
> O=C(Nc1ccccc1)N1CCC(c2ccccc2)C1 (stereo not given)
 : 18 | 9 | 25 | -15 | 1 | 14 | 2.3 | 0.6 | 2

Some entries already given with just EP2 antag, PPC-1+TRAIL kill and TNF death inh:
structure,EP2 antag,PPC-1+TRAIL kill,TNF death inh
O=S(=O)(c1ccc(F)c(F)c1F)N1CCN(C(=S)NC2CC3CCC2C3)CC1 (stereo not given),3,22,1.7
Cc1cc(Cl)ccc1C(=O)C1CCCN(C(=O)c2cscn2)C1 (stereo not given),6,12,-0.8
Cc1nn(-c2ccc(F)cc2)c(N)c1C1(O)C(=O)Nc2ccccc21 (stereo not given),3,-20,1.2

(next part)
Values run as follows: FXIIa inh | FXIa inh 1536 | PPC-1+TRAIL kill | CHOP inhibitor | Wee1 degr inh | EP2 antag | TNF death inh | zVAD death inh | TbHK1 inh
> Cc1cccc(C(=O)Nc2scc(CC(C)C)c2C(=O)O)c1
 : 9 | 5 | 44 | 3 | 0 | 10 | -0.1 | 1.0 | 3
> CCC(C)NC(=O)[C@H](CSCc1ccccc1)N1Cc2ccccc2C1=O (stereo not given in full)
 : -2 | -9 | -3 | 4 | 1 | 5 | 2.0 | x | 1
> Cc1c(/C=N\NC(=O)C2(C)CC2(Cl)Cl)cnn1C (stereo not given)
 : 2 | -4 | 21 | 0 | 0 | 8 | 0.6 | 0.8 | -10
> Cc1ccccc1N1CCN(C(=O)CCN2C(=O)c3ccccc3C2=O)CC1
 : 4 | -4 | 4 | -1 | -3 | 7 | -3.6 | -0.1 | -4
> CCCCNc1ccc(S(=O)(=O)c2cccc([N+](=O)[O-])c2)cc1[N+](=O)[O-]
 : 9 | 8 | 9 | 34 | 8 | 1 | 2.2 | -0.1 | 5
> CC1(C)CC(=O)c2cc(OCC(=O)N3CCCCCC3)ccc2O1
 : 5 | -4 | 9 | 2 | 2 | 1 | -0.6 | 0.6 | -7
> CN(C)/C=C/C(=O)c1cc(N2CCOCC2)ccc1[N+](=O)[O-]
 : 5 | -1 | 4 | -4 | -5 | 6 | 0.0 | 4.5 | -8
> O=C(NCc1ccc2c(c1)OCO2)c1cc(=O)[nH]c2ccccc12
 : 0 | -4 | -2 | -7 | -2 | 4 | 1.9 | 0.8 | -3
> CCC(C)(C)C1CCC2(CC1)NC(=O)N(CC(=O)Nc1nc(-c3ccc(C)cc3)cs1)C2=O (stereo not given)
 : 12 | 6 | 15 | 17 | -1 | 5 | -0.6 | -0.8 | -9
> Brc1ccccc1CN1CCC(N2CCCCC2)CC1
 : 18 | 1 | 18 | -17 | 1 | 8 | 1.7 | -0.2 | 20
> O=C(CNC(=O)c1ccc(S(=O)(=O)N2CCCCC2)cc1)N/N=C/c1ccco1
 : 10 | 5 | -38 | 13 | -2 | 6 | 2.3 | -0.3 | 2
> Nc1cc2c(cc1C(=O)c1ccccc1F)OCCO2
 : 7 | -2 | 4 | 17 | -2 | 9 | -2.0 | 1.0 | -6
> CCOc1ccccc1NC(=O)N1CCN(S(C)(=O)=O)CC1
 : 4 | 0 | 5 | -7 | 1 | 3 | 0.6 | -1.2 | -4
> CCN(Cc1nc2ccccc2c(=O)[nH]1)Cc1nc2ccsc2c(=O)[nH]1
 : 3 | 1 | 7 | -22 | -4 | -1 | 1.3 | 0.8 | 2
> CCCCC(CCC(=O)NNC(=O)Cc1ccccc1)C(=O)O (stereo not given)
 : -1 | -8 | 34 | 0 | -1 | 4 | 0.7 | -0.2 | 3

Going on with the list:
Values run as follows: FXIIa inh | FXIa inh 1536 | PPC-1+TRAIL kill | CHOP inhibitor | Wee1 degr inh | EP2 antag | TNF death inh | zVAD death inh | TbHK1 inh
> Cc1nc2ccc(NC(=O)Cc3cccs3)cc2s1
 : 10 | 10 | 31 | -39 | -1 | 11 | 2.4 | 5.6 | -6
> O=C1c2ccccc2C(=O)N1Cc1nc(-c2ccccn2)no1
 : 7 | -4 | -19 | 2 | -1 | 13 | 0.2 | -0.2 | 4
> CCCCNc1ccc(C(CC(N)=O)NC(=O)Cc2cccc3ccccc23)cc1[N+](=O)[O-] (stereo not given)
 : 6 | 2 | 3 | 104* | x | 15 | 0.9 | -0.8 | 0
> CCCOC(=O)c1cc(=O)[nH]c2ccccc12
 : 19 | 2 | 8 | 22 | 0 | 23 | 0.7 | 1.9 | -8
> CC1CCc2c(sc(NC(=O)Cn3cnc([N+](=O)[O-])n3)c2C(N)=O)C1 (stereo not given)
 : 11 | 2 | 1 | 39 | 1 | 8 | 0.3 | -0.3 | -1
> O=C(Nc1ccccc1C(=O)OCc1nnc(-c2ccccc2)o1)c1ccco1
 : -9 | -6 | 5 | 8 | -1 | 11 | -2.3 | -0.3 | 2
> N#Cc1c(N2CCCC2)ccc(Br)c1Cl
 : 9 | 9 | -6 | 27 | 1 | 13 | 1.5 | 0.4 | -4
> NCCCCCc1nnc(SCC(N)=O)o1
 : 8 | -3 | -1 | 7 | 1 | 4 | -0.7 | -0.9 | -7
> O=C(NCc1ccc(F)cc1)c1cnc2n(c1=O)CCS2
 : -1 | -7 | 5 | -2 | 0 | 9 | 0.3 | 0.6 | -8
> COc1ccc(C2=NOC(C(=O)N3CCCc4ccccc43)C2)cc1 (stereo not given)
 : 28 | 16 | 9 | -6 | 5 | 2 | -0.6 | -0.1 | 14
> CCN(CC)S(=O)(=O)N1CCC(C(=O)NCc2ccc3c(c2)OCO3)CC1
 : 8 | -2 | 2 | 3 | 0 | 8 | 1.7 | x | -3
> C=CCNC(=S)Nc1cccc([N+](=O)[O-])c1
 : 7 | 0 | 16 | -3 | 0 | 4 | 0.4 | -0.6 | -9
> O=C(Cc1cccs1)Nc1cccc(-c2nnc(-c3ccco3)o2)c1
 : 3 | -2 | 2 | 38 | -2 | 8 | 1.3 | 0.0 | 3
> NC(=O)c1nnsc1-c1ccc(-c2snnc2C(N)=O)cc1
 : -1 | -1 | -2 | 18 | -3 | 15 | 1.5 | 0.9 | -11
> CN(CC(=O)NCc1ccccn1)S(=O)(=O)c1ccc(F)cc1
 : 0 | 0 | 21 | 35 | -2 | 7&5 | 1.5 | 0.1 | -11
> Cc1cc(C)n(C(=O)C(C)N2C(=O)c3ccccc3C2=O)n1 (stereo not given)
 : 11 | 1 | -6 | 5 | -2 | 9 | 2.3 | 3.3 | -3
> CCOc1ccc(NC(=O)c2cc3ccccc3cc2O)cc1
 : 11 | 1 | 40 | 75* | -1 | 9 | -3.0 | 0.6 | -1
> Cc1ccc(C(=O)c2c(NC(=O)c3ccncc3)sc3c2CCCC3)cc1
 : -6 | -13 | -4 | 73* | -1 | 6 | -3.4 | 0.1 | -2
